High-throughput results deposited in PubChem by NCI.
Growth percent in the NCI-60 one-dose screen (48 h, 10 µM unless noted): 100 = growth as untreated, 0 = no growth, -100 = all killed.
786-0: 786-0 renal cancer cells; hit rate 5.1% among 81,000; AID 1794775
RXF 393: RXF 393 renal cancer cells. hit rate 6.9% among 77,000. AID 1794773
TK-10: TK-10 renal cancer cells. AID 1794769. hit rate 3.9% among 81,000
NCI-H322M: NCI-H322M lung cancer. hit rate 2.7% among 80,000. AID 1794733
CAKI-1: CAKI-1 renal cancer; hit rate 4.7% among 75,000
ACHN: ACHN renal cancer | hit rate 4.9% among 81,000
NCI-H522: NCI-H522 lung cancer | hit rate 8% among 78,000
UO-31: UO-31 renal cancer | hit rate 5.2% among 81,000 | AID 1794768
NCI-H460: NCI-H460 lung cancer. AID 1794736. hit rate 6.8% among 82,000
* = called active by the depositor; nt = no result given. How the source made its calls: active means growth percent below 10; inactive means the rest.

The line under a structure holds: 786-0 | RXF 393 | TK-10 | NCI-H322M | CAKI-1 | ACHN | NCI-H522 | UO-31 | NCI-H460
[1] COc1cc(C2CC(c3cccc(Nc4ccnc5cc(Cl)ccc45)c3)=NN2C=O)cc(OC)c1OC (stereo not drawn)
  11 | -25* | 2.1* | 33 | -31* | -7.0* | -4.5* | 2.5* | 7.2*
[2] COc1ccc(/C=C/C(=O)N2CCOCC2)cc1OC1CCCC1
  105 | 114 | 114 | 106 | 92 | 100 | 102 | 83 | 105
[3] O=c1ccnc(SCc2ccccc2)[nH]1
  112 | 113 | 114 | 119 | 102 | 97 | 103 | 86 | 104
[4] CS(=O)(=O)OCC1CCCO1 (stereo not drawn)
  100 | 98 | 99 | 101 | 97 | 103 | 106 | 85 | 107
[5] O=c1c[n+](Cc2ccc3c(c2)OCO3)[nH]o1
  99 | 99 | 115 | 98 | 91 | 99 | 94 | 84 | 106
[6] O=C(NC1CCCCC1)C(c1ccc(O)c(O)c1)N(C(=O)C1CCc2cc(F)ccc2O1)c1ccc(F)cc1F (stereo not drawn)
  44 | 90 | 101 | 74 | nt | 88 | 63 | 51 | 69
[7] C/C(=N\N=C\c1ccc(N(C)C)cc1)c1ccc2c(c1)Nc1ccccc1S2
  67 | nt | 71 | 80 | 57 | 51 | 48 | 57 | 25
[8] Cc1ccc2cc3c(NC(=O)c4cccnc4)nn(C)c3nc2c1
  99 | 89 | 103 | 89 | 86 | 89 | 67 | 79 | 98
[9] COc1ccc(Nc2ncnc3c2c(C)nn3-c2ccc([N+](=O)[O-])cc2)cc1
  103 | 104 | 110 | 97 | 94 | 103 | 95 | 88 | 91
[10] CN1CCCC(Nc2ccncc2CO)C1 (stereo not drawn)
  97 | 113 | 109 | 106 | nt | 101 | 98 | 106 | 102
[11] O=C(Nc1ncc(Cc2ccccc2)s1)C1=NCCCN1
  104 | 109 | 104 | 94 | 100 | 105 | 92 | 83 | 106
[12] O=c1nccc(Nc2ccccc2)[nH]1
  105 | 116 | 108 | 117 | 107 | 101 | nt | 86 | 103
[13] CCCCCCCCCCCCCCCCNC(=S)N/N=C/c1ccc(Cl)c(Cl)c1
  110 | 128 | 99 | 112 | nt | nt | 91 | 106 | 121
[14] O=C1C(c2nnc(-c3ccccc3)n2-c2cccc(Cl)c2)=C(O)c2ccccc21
  106 | 101 | 117 | 94 | nt | 96 | 85 | 81 | 89
[15] O/N=C(/Cc1ccccc1)c1ccccc1
  99 | 111 | 102 | 106 | 113 | 98 | 106 | 85 | 112

7 of these compounds in another layout.
entry	structure	786-0	RXF 393	TK-10	NCI-H322M	CAKI-1	ACHN	NCI-H522	UO-31	NCI-H460
4	CS(=O)(=O)OCC1CCCO1 (stereo not drawn)	100	98	99	101	97	103	106	85	107
5	O=c1c[n+](Cc2ccc3c(c2)OCO3)[nH]o1	99	99	115	98	91	99	94	84	106
6	O=C(NC1CCCCC1)C(c1ccc(O)c(O)c1)N(C(=O)C1CCc2cc(F)ccc2O1)c1ccc(F)cc1F (stereo not drawn)	44	90	101	74	nt	88	63	51	69
7	C/C(=N\N=C\c1ccc(N(C)C)cc1)c1ccc2c(c1)Nc1ccccc1S2	67	nt	71	80	57	51	48	57	25
8	Cc1ccc2cc3c(NC(=O)c4cccnc4)nn(C)c3nc2c1	99	89	103	89	86	89	67	79	98
9	COc1ccc(Nc2ncnc3c2c(C)nn3-c2ccc([N+](=O)[O-])cc2)cc1	103	104	110	97	94	103	95	88	91
10	CN1CCCC(Nc2ccncc2CO)C1 (stereo not drawn)	97	113	109	106	nt	101	98	106	102

Additional records.
The line under a structure holds: 786-0 | RXF 393 | TK-10 | NCI-H322M | CAKI-1 | ACHN | NCI-H522 | UO-31 | NCI-H460
[16] OC(c1cc2c(Cl)cc(Cl)cc2c2cc(C(F)(F)F)ccc12)C1CCCCN1 (stereo not drawn)
  -68* | -91* | -88* | -70* | -62* | -79* | -84* | -88* | -74*
[17] NC1N=C(Nc2ccccc2)N=CC(c2cc3ccccc3oc2=O)=N1 (stereo not drawn)
  100 | 101 | 128 | 100 | 88 | 87 | 80 | 73 | 101
[18] COc1cc(C2=NN(C(C)=O)C(c3cc(OC)c(OC)c(OC)c3)C2)ccc1O (stereo not drawn)
  18 | -21* | 48 | 35 | 46 | 30 | -34* | 32 | -6.6*
[19] CC(=O)Nc1ccc(/C(C#N)=C/c2ccc(N(C)CCC#N)cc2)cc1
  105 | 96 | 118 | 95 | 105 | 105 | 80 | 75 | 104
[20] CC[C@@H](C(=O)[C@@H](C)[C@@H](O)[C@H](C)[C@@H]1O[C@@H]([C@@H](CC)C(=O)NCCc2ccc(F)cc2)CC[C@@H]1C)C1O[C@]2(C=CC(=O)[C@]3(CC[C@@](C)([C@H]4CC[C@](O)(CC)[C@H](C)O4)O3)O2)[C@H](C)C[C@@H]1C (stereo partly drawn)
  50 | 43 | 17 | 77 | 14 | 9.5* | 33 | 19 | 35
[21] CN1CCN(C)c2ccncc2C1=O
  102 | 113 | 88 | nt | 101 | 105 | 88 | 82 | 111
[22] O=c1oc2ccc3ccccc3c2cc1-c1ccn[nH]1
  104 | 101 | 155 | 91 | nt | 88 | 83 | 62 | 65
[23] NC(=O)C(F)(F)F
  103 | 101 | 102 | 103 | 98 | 101 | 99 | 88 | 104
[24] C[C@]12CCC(=O)C=C1CC[C@H]1[C@@H]3C[C@@H](O)[C@](O)(C(=O)CO)[C@@]3(C)C[C@H](O)[C@@]12F
  111 | 137 | 104 | 128 | 78 | 104 | nt | 74 | 93
[25] COc1ccc2c(c1)O/C(=C/c1ccc(O)c(OC)c1)C2=O
  96 | 106 | 106 | 109 | nt | nt | 83 | 90 | 106
[26] NCCCNc1nc2ccccc2c2c1S(=O)(=O)c1ccc(Cl)cc1C2=O
  94 | 105 | 102 | 102 | 86 | 67 | 39 | 63 | 93
[27] Cc1cc2c(=O)[nH]c(N)nc2[nH]1
  101 | 100 | 104 | 121 | 100 | 101 | 94 | 89 | 106
[28] Cc1ccc(C(=O)c2ccc(CC(=O)NNC(=O)Nc3c(Cl)cccc3Cl)n2C)cc1
  101 | 102 | 119 | 109 | 85 | 94 | 84 | 69 | 101
[29] CC(=O)c1cnn(-c2cc(=O)[nH]c3ccc(Cl)cc23)c1C
  98 | 102 | 119 | 88 | 85 | 92 | 95 | 65 | 107
[30] CN1C(=O)/C(=C/c2ccc(C(=O)Nc3ncc(Cc4ccc(F)cc4)s3)cc2)SC1=S
  52 | 37 | 53 | 52 | 16 | 28 | 39 | 46 | 20
[31] CN1CCN(c2ccnc(NCCNc3nc(N4CCOCC4)nc(N4CCOCC4)n3)n2)CC1
  92 | nt | 115 | 100 | 103 | 106 | 103 | 78 | 104
[32] COc1ccc(C2C=C(C)N=C3SC(C)=CN32)cc1 (stereo not drawn)
  100 | nt | 110 | 104 | 99 | 114 | 97 | 95 | 105
[33] Cn1cc(-c2nonc2-c2c[nH]c3ccc(F)cc23)c2cccnc21
  98 | 73 | 86 | 88 | 64 | 78 | 70 | 63 | 94
[34] CC(C)OC(=O)N1CCN(C(=O)OC(C)C)CC1
  95 | 116 | 98 | 106 | nt | nt | 94 | 89 | 109
[35] O/N=C(/CSc1nnc(-c2ccccc2)n1-c1ccccc1)c1ccccc1
  109 | 108 | nt | nt | 85 | 117 | 99 | 77 | 97
[36] COc1cc([N+](=O)[O-])cc(OC)c1OC
  104 | 124 | 106 | 109 | 90 | 119 | 84 | 86 | 109
[37] Nc1nc(Nc2ccccc2)n(Cc2c(F)cccc2F)n1
  102 | nt | 111 | 94 | 82 | 94 | 102 | 57 | 122
[38] Cn1cc(-c2nnc(N)nc2-c2c[nH]c3ccc(F)cc23)c2cc(Br)cnc21
  48 | 39 | 46 | 79 | 37 | 47 | 24 | 43 | 40
[39] O=C1Nc2ccccc2/C1=N/N=C/c1c[nH]c2ccccc12
  92 | 57 | 78 | 73 | 18 | 48 | 69 | 26 | 63
[40] O=CN1N=C(c2cccc(Nc3ccncc3)c2)CC1c1ccc2c(c1)OCO2 (stereo not drawn)
  95 | 100 | 109 | 99 | 81 | 97 | 83 | 87 | 105
[41] CC(C)(C)[Si](C)(C)OC1[C@@H](CNC(=O)NC(=O)NC(N)=O)O[C@@H](n2cnc3c(NC(=O)Nc4ccccc4)ncnc32)[C@H]1O[Si](C)(C)C(C)(C)C (stereo partly drawn)
  91 | 72 | 89 | 87 | 101 | 77 | 43 | 95 | 27
[42] Cc1onc(-c2c(F)cccc2Cl)c1C(=O)Oc1ccccc1
  97 | 96 | 98 | 116 | 89 | 94 | nt | 81 | 104
[43] COc1cc2nc(Sc3nnc(N)s3)n(Cc3ccccc3)c(=O)c2cc1OC
  101 | 95 | 118 | 99 | 97 | 93 | 122 | 79 | 102
[44] COc1ccc(NC(=S)N/N=C/c2ccc(C#N)cc2)cc1
  98 | 103 | 101 | 91 | 89 | 114 | 73 | 91 | 108
[45] COc1ccc2cc(-c3ccnc4c(N=Nc5ccc(Cl)cc5)c(-c5ccccc5)nn34)ccc2c1
  92 | 97 | 94 | 90 | 94 | 103 | 83 | 64 | 91

From no. 1 to 4, as listed above:
The line under a structure holds: 786-0 | RXF 393 | TK-10 | NCI-H322M | CAKI-1 | ACHN | NCI-H522 | UO-31 | NCI-H460
[1] COc1cc(C2CC(c3cccc(Nc4ccnc5cc(Cl)ccc45)c3)=NN2C=O)cc(OC)c1OC (stereo not drawn)
  11 | -25* | 2.1* | 33 | -31* | -7.0* | -4.5* | 2.5* | 7.2*
[2] COc1ccc(/C=C/C(=O)N2CCOCC2)cc1OC1CCCC1
  105 | 114 | 114 | 106 | 92 | 100 | 102 | 83 | 105
[3] O=c1ccnc(SCc2ccccc2)[nH]1
  112 | 113 | 114 | 119 | 102 | 97 | 103 | 86 | 104
[4] CS(=O)(=O)OCC1CCCO1 (stereo not drawn)
  100 | 98 | 99 | 101 | 97 | 103 | 106 | 85 | 107

(continued)
The line under a structure holds: 786-0 | RXF 393 | TK-10 | NCI-H322M | CAKI-1 | ACHN | NCI-H522 | UO-31 | NCI-H460
[46] CC1SCCN(c2ccccc2)C1=O (stereo not drawn)
  97 | 117 | 96 | 94 | 99 | 99 | 104 | 98 | 109
[47] CC/C(=C(\c1ccc(OCCN2CCCCCCC2)cc1)c1ccc(OC(=O)c2ccccc2)cc1)c1ccc(Cl)cc1
  101 | 93 | 100 | 81 | 103 | 102 | 83 | 84 | 102
[48] Sc1cccc2c(S)cccc12
  100 | nt | nt | 103 | 102 | 103 | 102 | 93 | 104
[49] CC(C)(O/N=C(\C(=O)N[C@@H]1C(=O)N2C(C(=O)[O-])=C(C[n+]3ccccc3)CSC12)c1csc(N)n1)C(=O)O (stereo partly drawn)
  108 | 98 | nt | 113 | 108 | 109 | nt | 91 | 101
[50] COC(=O)c1cc(-c2cccs2)c(C#N)c(N)c1C#N
  100 | 108 | 116 | 100 | nt | 107 | 95 | 93 | 104
[51] CCN(CC)CCNC(=O)c1cn2ncnc(Oc3ccc(NC(=O)Nc4ccc(Cl)c(C(F)(F)F)c4)c(F)c3)c2c1C
  -86* | -45* | 28 | 34 | 40 | -45* | -52* | -53* | -67*
[52] COc1ccc(C(=O)NNc2ccc(-c3ccccc3)nn2)cc1
  103 | 129 | 96 | 96 | 83 | 105 | 99 | 91 | 100
[53] CCOC(=O)C1CCN(c2ccc(N3C[C@H](CNC(=O)c4ccc(C(=N)N)cc4)OC3=O)cc2)CC1
  100 | 106 | 99 | 109 | 88 | 99 | 92 | 82 | 98
[54] C=CC(=O)NC1c2ccccc2Oc2ccccc21
  90 | 110 | 89 | nt | 94 | 100 | 84 | 80 | 108
[55] Clc1ccc(C2=Nn3c(N/N=C/c4ccco4)nnc3SC2)cc1
  97 | 85 | 98 | 103 | 85 | 98 | 88 | 81 | 107
[56] Cc1cnc(SCc2ccc(Cl)cc2)[nH]c1=S
  93 | 132 | 95 | 89 | nt | 104 | 79 | 94 | 113
[57] COc1cc(CC(=O)C(=O)O)oc(=O)c1
  102 | 119 | 100 | 105 | 94 | 115 | 89 | 72 | 132
[58] CC1=[N+](C)C(C)(C)CC(C)O1 (stereo not drawn)
  93 | nt | 98 | 83 | nt | 109 | 95 | 105 | 110
[59] Brc1ccc(COc2ccc(Nc3ncnc4onc(-c5ccccc5)c34)cc2)cc1
  93 | 98 | 90 | 99 | 86 | 101 | 73 | 80 | 93
[60] CCOc1cc(Br)c(Br)c(C=O)c1O
  73 | 50 | 102 | 72 | 67 | 77 | 86 | 26 | 97
[61] CCN(CC)S(=O)(=O)c1ccc(O)c(NC(=O)c2[nH]c(C)c(C(C)=O)c2CCc2ccc(Cl)cc2)c1
  73 | 91 | 54 | 55 | 57 | 36 | 12 | 23 | 50
[62] O=C(O)c1ccc(-n2cc(CNc3ccc(Cl)cc3)c(-c3cc(C(F)(F)F)cc(C(F)(F)F)c3)n2)cc1
  97 | 106 | 120 | 93 | 76 | 98 | 89 | 85 | 85
[63] C=CCn1c(SCC(=O)Nc2ccc(C(=O)/C=C/c3ccc(OC)cc3)cc2)nnc1-c1c[nH]c2ccccc12
  108 | nt | 110 | 103 | nt | 94 | 90 | 80 | 107
[64] C/C=C/C1=CN2C(=O)c3cc(OC4OC(C)C(NC)C(C)(O)C4O)c(C)c(O)c3N=C[C@@H]2C1 (stereo partly drawn)
  -25* | -40* | 16 | nt | 9.3* | 3.1* | -29* | -45* | -14*
[65] O=C1Nc2c(ccc(Cl)c2Cl)/C1=C\c1cc(C(F)(F)F)cc(C(F)(F)F)c1
  -11* | 22 | 26 | 74 | 8.6* | 8.1* | 22 | 17 | -18*
[66] O=Nc1ccc2ccccc2c1O
  98 | 94 | 9.5* | 103 | 78 | 69 | 75 | 80 | 98
[67] CCOC(C=O)OCC
  100 | 121 | 93 | 104 | 98 | 112 | 93 | 94 | 113
[68] COc1ccc(CSC(=N)N)cc1OC
  88 | 113 | 80 | 84 | nt | nt | 69 | 88 | 106
[69] Cc1ccc(C(=O)CC(=O)C(F)(F)C(F)(F)C(F)(F)F)s1
  97 | 111 | 118 | 105 | 99 | 110 | 121 | 75 | 111
[70] CCCCCc1cc(OC(=O)c2c(O)cc(O)cc2CCCCC)cc(O)c1C(=O)O
  104 | 102 | 99 | 100 | nt | 106 | 86 | 91 | 103
